Screening data from PubChem BioAssay.
SRC1 TRFRET art: TR-FRET detection interference compounds, primary screen, artefact control for PPARgamma SRC-1 recruitment agonists, biochemical, TR-FRET emission ratio; actives 0.34% (n = 99,000); TR-FRET detection artefact counter-screen; active compounds read high; TR-FRET ratio at 8 µM; AID 1051, 2008; in the data active = TR-FRET ratio above about 2300; note: inactives centre near 1800
SRC3 TRFRET art: TR-FRET detection interference compounds, artefact control for PPARgamma SRC-3 recruitment agonists, biochemical, TR-FRET ratio. TR-FRET artefact counter-screen, PPARgamma/SRC-3 format; active compounds read high. actives 0.39% (n = 99,000). TR-FRET ratio at 8 µM. AID 1048, 2008; in the data active = TR-FRET ratio above about 2000; note: inactives centre near 1600
* hit, by the source's call; & = joins results of further samples. These rows are one share of the data; the hit share may differ from the screen's.

Each structure is followed by: SRC1 TRFRET art, SRC3 TRFRET art
Cc1nnc(SCC2=C(C(=O)O)N3C(=O)C(NC(=O)Cn4ncc(Cl)c4C)C3SC2)s1 (centres undefined)
 : 1768, 1449
O=C(O)c1nn2c(C(F)(F)F)cc(-c3cccs3)nc2c1Cl
 : 1774, 1658
Nc1[nH]ncc1-c1ccc(Cl)cc1
 : 1869, 1569
CC(C)[C@H](NC(=O)c1cccc(S(=O)(=O)N2CCOCC2)c1)C(=O)Nc1nccs1
 : 1717, 1527
O=C(/C=C/c1ccccc1Cl)N(Cc1ccccc1)C1CCS(=O)(=O)C1 (centres undefined)
 : 2002, 1639
COc1cc(C(=O)Nc2nnc(C(F)(F)F)s2)c([N+](=O)[O-])cc1OC
 : 1816, 1538
Nc1ccn(-c2ncc(C(F)(F)F)cc2Cl)c(=O)n1
 : 1444, 1524
O=C(NCc1ccc(Cl)cc1)c1cc([N+](=O)[O-])ccc1Cl
 : 1818, 1456
COCCNC(=S)NCc1ccc2[nH]c3c(c2c1)CCCC3
 : 1830, 1549
COc1ccc(C(=O)NCc2ccc(-n3cccc3)cc2)cc1OC
 : 1760, 1589

Another view of part of the listing above:
> O=C(NCc1ccc(Cl)cc1)c1cc([N+](=O)[O-])ccc1Cl
- SRC1 TRFRET art: 1818
- SRC3 TRFRET art: 1456
> CC(C)[C@H](NC(=O)c1cccc(S(=O)(=O)N2CCOCC2)c1)C(=O)Nc1nccs1
- SRC1 TRFRET art: 1717
- SRC3 TRFRET art: 1527
> O=C(/C=C/c1ccccc1Cl)N(Cc1ccccc1)C1CCS(=O)(=O)C1 (centres undefined)
- SRC1 TRFRET art: 2002
- SRC3 TRFRET art: 1639
> Nc1[nH]ncc1-c1ccc(Cl)cc1
- SRC1 TRFRET art: 1869
- SRC3 TRFRET art: 1569

(more compounds)
Each structure is followed by: SRC1 TRFRET art, SRC3 TRFRET art
O=C(N/N=C/c1cc([N+](=O)[O-])ccc1O)c1ccc2c(c1)OCCO2
 : 2137, 1797
CCn1nc([N+](=O)[O-])c(C(C#N)c2nc3ccccc3n2C)c(Cl)c1=O (centres undefined)
 : 1872, 1493
Cc1ccc(C)c(NC(=O)CN(C)C(=O)COc2ncnc3sccc23)c1
 : 1705, 1434
Cn1nnnc1SCC(=O)Nc1ccc2c(c1)OCCO2
 : 1855, 1621
CCN(CC)CCCNC(=O)c1cn(C)c2ccc(S(=O)(=O)N(C)C)cc2c1=O
 : 1526, 1420
Cc1ccc(CN(Cc2ccccc2)C(=S)NCC(=O)NCc2cccnc2)o1
 : 1685, 1612
C/C(=N/NC(=O)CNC(=O)c1ccccn1)c1ccccc1
 : 1861, 1731
COc1cc(CCC(=O)Nc2cccc(C(F)(F)F)c2)cc(OC)c1OC
 : 2056, 1811
Cc1cccc(C(=O)N[C@H](C(=O)OCc2cc(=O)n3c(n2)sc2ccccc23)C(C)C)c1
 : 1696, 1539
CCCn1cc(CN2CCC(Cc3ccccc3)(C(=O)OCC)CC2)c(C)n1
 : 1658, 1448
O=C(O)CC1(CC(=O)Nc2ccccc2C(=O)c2ccccc2)CCCC1
 : 1964, 1582
NC(=O)c1ccc(NC(=O)COC(=O)/C=C/c2cccs2)cc1
 : 1577, 1746
O=C(O)c1cc(-c2cccs2)nc2cc3c(cc12)OCCO3
 : 1927, 1580
Cc1ccc(-n2ncc3c(NCc4ccco4)ncnc32)c(C)c1
 : 1847, 1553
CCOc1ccc(Oc2c(/C=N/NC(C)=O)c(C)nn2-c2ccccc2)cc1
 : 1764, 1716
Cc1ccc(NC(=O)c2ccccc2N(C)S(=O)(=O)c2ccccc2)c(C)c1
 : 1659, 1427
O=C(C[n+]1cc(-c2ccccc2)n2c1CCCCC2)c1ccc(Cl)cc1
 : 1888, 1676
Nc1nonc1OCCOCCOCCOc1nonc1N
 : 1631, 1445
O=C(Oc1ccccc1/C=C\C(=O)c1cc2ccccc2o1)c1cccc(F)c1
 : 1644, 1487
COc1cc(NC(=O)COC(=O)/C=C/c2ccc(Cl)cc2Cl)cc(OC)c1
 : 1800, 1783
CN(C)C(CNc1ncnc2sccc12)c1cccs1 (centres undefined)
 : 2000, 1367
O=C(NCc1cccs1)C1CCN(S(=O)(=O)c2ccc(Cl)cc2)CC1
 : 1659, 1586
O=C1CC(c2ccccc2Cl)CC(O)=C1C=Nc1ccccc1 (centres undefined)
 : 1654, 1593
FC(F)(F)c1cccc(N/N=C/c2ccccc2)c1
 : 1760, 1324
CCn1cc([N+](=O)[O-])c(C(=O)N2N=C(c3ccc(Cl)c(Cl)c3)CC2c2ccccc2O)n1 (centres undefined)
 : 1902, 1612
COc1ccccc1N1CCN(CC(O)COc2cccc3ccccc23)CC1 (centres undefined)
 : 1735&1928, 1558&1389
C=CCNCCOc1ccc(C)cc1[N+](=O)[O-]
 : 1709, 1582
CCCC(=O)n1nc(-c2ccc(C)cc2)nc1NCc1ccco1
 : 1680, 1482
COC(=O)c1cnc(SCc2ccc(C)cc2)n1C
 : 1461, 1313
CN(c1ccc(F)cc1)S(=O)(=O)c1ccc2[nH]cc(C(=O)O)c(=O)c2c1
 : 1830, 1834
COCc1ccc([C@@H]2C[C@H]3CN(Cc4cccnc4)C(=O)[C@]34CCCN24)o1
 : 1811, 1651
Cc1ccc(NC(=S)Nc2c(C)n(C)n(-c3ccccc3)c2=O)cc1
 : 1971, 1459
CCOC(=O)C1(CCCc2ccccc2)CCN(C(=O)CCn2cncn2)CC1
 : 1708, 1789
COc1ccc(CCC(=O)N(c2nnc(-c3cccnc3)s2)C(C)C)cc1
 : 1839, 1693
CSCCC(NS(=O)(=O)c1ccc(Cl)cc1)C(=O)O (centres undefined)
 : 1673, 1445
COc1ccc2c(CC(=O)Nc3ccc(OC)nc3)coc2c1
 : 1711, 1719
CC1(C)CC(NC(=S)NC2CC2)CC(C)(C)N1
 : 1631, 1518
CCCNNC(=O)C(O)(c1cccc(C)c1)c1cccc(C)c1
 : 1576, 1578
Cc1ccc2[nH]c3c(c2c1)CCNC3=O
 : 1590, 1524
CCc1ccc(OCC(=O)N/N=C/c2cc([N+](=O)[O-])ccc2N2CCCCCC2)cc1
 : 1886, 1841
Cc1ccc(NC(=O)CSCC(=O)O)cc1
 : 1872, 1757
CCc1cc2c(=O)n(CC(C)C)cnc2s1
 : 1788, 1739
O=C1CCC([N+](=O)[O-])C(c2cccc([N+](=O)[O-])c2)N1 (centres undefined)
 : 1901, 1763
Cc1ncc(CO)c(/C=N/NC(=S)Nc2cccc(Cl)c2)c1O
 : 1792, 1573
CCN(CC(O)CON=C1c2ccccc2-c2ccccc21)S(=O)(=O)c1ccc(Cl)cc1 (centres undefined)
 : 1627, 1567
Cc1cc2sc3ccccc3c(=O)c2c(C)c1O
 : 2001, 1512
CCNC(=O)NCc1c(C)c(C)n(Cc2ccccc2)c1-n1cccc1
 : 1941, 1493
Nc1n[nH]c(C(F)(F)F)c1-c1ccccc1
 : 1521, 1591
COc1ccccc1N1CCN(C(c2ccc(F)cc2)c2nnnn2C(C)C)CC1 (centres undefined)
 : 1460, 1405
COc1ccc(-c2noc(-c3cccnc3)n2)cc1OC
 : 1879, 1724

(next part)
Each structure is followed by: SRC1 TRFRET art, SRC3 TRFRET art
CCCCNC(=O)C1(NC(=O)Nc2ccccc2)CCCCC1
 : 1780, 1609
CCC(O)CNC(=O)NC(=C(Cl)Cl)c1ccc(C)c(F)c1 (centres undefined)
 : 1692, 1484
CCc1ccc(NC(=O)COc2ccc(Br)cn2)cc1
 : 1627, 1367
Cc1sc2nc(CSc3nc4ccccc4s3)[nH]c(=O)c2c1C
 : 1590, 1476
CCc1ccc2c(c1)c1nnc(NN)nc1n2CC
 : 1822, 1680
CCc1cccc(CC)c1-n1c(SCC(=O)c2c(N)n(C)c(=O)n(C)c2=O)nnc1-c1cccnc1
 : 1841, 1442
C=CCNc1ncnc2ccc(Br)cc12
 : 1947, 1702
O=C(Cc1c[nH]c2ccccc12)NCc1ccc(Cl)cc1
 : 1627, 1588
O=C(/C=C/c1ccc([N+](=O)[O-])cc1)NCc1ccc2c(c1)OCO2
 : 1763, 1577
NC(=O)c1c(NC(=O)C2COc3ccccc3O2)sc2c1CCN(Cc1ccccc1)C2 (centres undefined)
 : 1740, 1758
NS(=O)(=O)c1ccc(CCNC(=O)CSc2cccs2)cc1
 : 1756, 1537
S=c1[nH]nc(-c2ccc3ncccc3c2)n1-c1ccc2c(c1)OCCO2
 : 1519, 1232
Cc1ccccc1-c1n[nH]c(=S)n1/N=C/c1c(C)nn(-c2ccccc2)c1C
 : 1860, 1676
Cn1c(CNC(=O)c2ccccc2F)nnc1SCCOc1ccccc1
 : 1654, 1570
CCn1nc(NC(=O)c2cccs2)c2cc3ccccc3nc21
 : 1994, 1551
O=C(NC(c1ccc(Cl)cc1)c1cc(Cl)c2cccnc2c1O)c1cccnc1 (centres undefined)
 : 2187, 1501
O=C1CN(C(=O)COC(=O)/C=C/c2ccc(OC(F)F)cc2)c2ccccc2N1
 : 1659, 1417
COc1ccc(-c2cc3ccccc3n2CC(O)CN2CCOCC2)cc1 (centres undefined)
 : 1843, 1438
CCOC(=O)C1(Cc2ccccc2C(F)(F)F)CCN(Cc2ccc(COC)o2)CC1
 : 1833, 1478
COc1ccc(CNC(=O)c2ccccc2C(=O)O)cc1
 : 1705, 1602
CCN1C(=O)C(CC(=O)Nc2ccc(F)cc2)N(CCCN2CCN(c3ccc(F)cc3)CC2)C1=S (centres undefined)
 : 2082, 1508
Cc1cnc(C(=O)OCC(=O)N(Cc2ccccc2)C(C)C)cn1
 : 1934, 1643
OCC1(Cc2ccc(Cl)cc2)CCN(Cc2ccccc2F)CC1
 : 1856, 1585
Cc1nnc(SCC(=O)Nc2c(C)n(C)n(-c3ccccc3)c2=O)n1Cc1ccccc1
 : 1706, 1548
CCC(C)NC(=O)C1CN(S(=O)(=O)c2ccccc2)CCN1S(=O)(=O)c1ccccc1 (centres undefined)
 : 1881, 1562
CCCN(CCC)CCCNC(=O)C1c2cc(OC)c(OC)cc2C(=O)N(C)C1c1cccnc1 (centres undefined)
 : 1755, 1515
Cc1ccccc1C(=O)NC(NC(=O)c1ccccc1C)c1cccc([N+](=O)[O-])c1
 : 1649, 1562
COCCNC(=S)Nc1cccc2cnccc12
 : 1617, 1411
CCCc1nnc(SCC(=O)N2CCCC2)n1Cc1ccco1
 : 1876, 1458
CN(C)CC(C)(C)CNC(C(=O)Nc1ccc(Cl)cc1C(F)(F)F)c1ccccc1 (centres undefined)
 : 1677, 1553
OCC1(CO)COC(c2ccccc2)=N1
 : 1966, 1639
COc1cc(CNC(C)(C)CO)cc(Br)c1OCc1ccc(Cl)cc1
 : 1595, 1540
CC1CN(CCOc2ccc([N+](=O)[O-])cc2)CC(C)O1 (centres undefined)
 : 1988, 1614
C=CCN1C(=O)C(CC(=O)Nc2ccc(OC)cc2)SC1=Nc1ccc(S(N)(=O)=O)cc1 (centres undefined)
 : 1758, 1392
CCN(CC)S(=O)(=O)c1cccc(NC(=O)COc2ncnc3sccc23)c1
 : 1904, 1600
O=C(COC(=O)CCS(=O)(=O)c1ccc(Cl)cc1)NCCc1ccccc1
 : 1728, 1489
O=C(NCc1ccccc1)C1=C[C@H](c2ccc3c(c2)OCO3)C[C@H](OCCCCO)O1
 : 1692, 1378
O=C(NC1CCCc2ccccc21)C1CCCO1 (centres undefined)
 : 1762, 1594
CN1CC=C2C(C#N)=C(N)C(C#N)(C#N)C(c3cccc(Cl)c3Cl)C2C1 (centres undefined)
 : 1766, 1454
Cn1cnnc1Sc1ccc(C(=O)OCC(=O)Nc2cc(Cl)cc(Cl)c2)cc1[N+](=O)[O-]
 : 1971, 1598

Look-ups from above:
`CN(C)C(CNc1ncnc2sccc12)c1cccs1` (centres undefined) @ SRC1 TRFRET art = 2000
`COC(=O)c1cnc(SCc2ccc(C)cc2)n1C` @ SRC1 TRFRET art = 1461
`C=CCN1C(=O)C(CC(=O)Nc2ccc(OC)cc2)SC1=Nc1ccc(S(N)(=O)=O)cc1` (centres undefined) @ SRC3 TRFRET art = 1392

Next part
Each structure is followed by: SRC1 TRFRET art, SRC3 TRFRET art
Cc1sc(NC(=O)c2ccco2)c(C(Nc2ccccn2)c2ccccc2)c1C (centres undefined)
 : 1834, 1435
COCCN1Cc2cccc(C(=O)NC3CCCCCC3)c2C1=O
 : 1764, 1561
COc1ccccc1CNC(=O)c1ccc(OC(F)F)c(OC)c1
 : 1708, 1541
Cc1ccc(Oc2ncnc(N)c2[N+](=O)[O-])cc1
 : 1686, 1548
COc1cc2nc(=S)n(CCCN3CCOCC3)c(N)c2cc1OC
 : 1868, 1686
COc1ccc(NC(=O)c2[nH]ncc2[N+](=O)[O-])cc1
 : 1666, 1538
O=C(NC(=S)Nc1ccc2cn[nH]c2c1)c1ccccc1
 : 1982, 1709
CC(=O)c1ccc(N2CCN(C(=O)CCCc3nc4ccccc4s3)CC2)cc1
 : 1974, 1763
COc1ccc(N/C=C2/Sc3ccccc3NC2=O)cc1
 : 1784, 1522
COc1ccc(C2CC(c3cccc(C)c3)n3nc(N)nc3N2)cc1 (centres undefined)
 : 1818, 1632
CC1CN(c2oc(-c3ccco3)nc2S(=O)(=O)c2ccccc2)CC(C)O1 (centres undefined)
 : 1888, 1754
Cc1ccc(C(=O)NCc2nnc(SCC(=O)NC(C)c3ccccc3)n2C)cc1 (centres undefined)
 : 1870, 1813
CCCCCC(=O)NNC(=S)NC(=O)c1ccc([N+](=O)[O-])cc1
 : 1722, 1757
CN(CC(=O)OCC(N)=O)S(=O)(=O)c1ccc(Cl)cc1
 : 1533, 1412
O=C(/C=C/c1ccccc1Cl)N1CCCN(C(=O)/C=C/c2ccccc2Cl)CC1
 : 1946, 1734
O=C(Nc1ccccc1F)C(=Cc1sc(N2CCOCC2)nc1-c1ccccc1)C(=O)Nc1ccccc1F
 : 2056, 1615
O=C(Nc1ccc(C(=O)O)cc1)/C(=C\c1ccc2c(c1)OCO2)NC(=O)c1ccco1
 : 1977, 1517
CCN1C(=O)N(CC)C2C1N(CO)C(=O)N2CO (centres undefined)
 : 1644, 1660
Cc1ccc(SC(CC(=O)c2ccc(C(C)(C)C)cc2)C(=O)O)cc1 (centres undefined)
 : 2228, 1681
